Autophagy mod – alters autophagy in cells; calls only at 10 µM (by protocol); MEF GFP-LC3 puncta imaging; test concentration mostly 10 µM; hit rate 0.98% among 190,000;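 active = percentage of spot-positive cells more than 3 SD above its plate mean, without a fluorescence outlier flag or 80% toxicity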;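 note: spot-positive cell cutoff set from DMSO-treated cells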
Ins promoter up – MIN6 insulin promoter up-regulation; AID 1625; MIN6 insulin promoter-GFP reporter, high-content imaging; hits give high values; hit rate 0.3% among 190,000; z-score at 5 µM;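 active = z-score above 3 at 5 µM with at least 500 cells counted in the well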
Hep lipid drop – modulators of hepatic lipid droplet formation | AML12 mouse hepatocytes, oleate lipid droplets, BODIPY imaging | inhibition, % at 6.5 µM | hit rate 0.4% among 240,000 | AID 1656;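 active = lipid droplet intensity inhibited by at least 50%, with more than 500 cells counted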
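Assay system: AML12 mouse liver cells | Compound dosing: One dose, 6.5 µM compound | Read-out basis: Droplet intensity reduction, % inhibition | Measured by: Fluorescence imaging, 20x objective, two fields per well | Schedule: Overnight treatment with compound plus oleate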
Dynein transport – dynein cargo transport inhibition | z-score, hits read low | 3617.4 mouse cells, GR-EGFP nuclear translocation imaging; test concentration mostly 20 µM; stimulated with dexamethasone, 1 µM; hits give low values | hit rate 0.47% among 220,000;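 active = plate z-score of nuclear minus cytoplasmic receptor signal below a set negative limit, without overly bright fluorescence or cell loss, cut at about -3.5 in these data, passing the limit was not always enough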;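 note: z-score of nuclear minus cytoplasmic ring GR-EGFP intensity difference per well; some compounds called inactive have numbers as strong as hits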
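Buffer or medium: tet-free, stripped-serum medium; reagent: dexamethasone at 1.0 µM final, 30 min; incubation: 48 h induction, 1 h compound, 30 min dex at 37 °C; measured by: formaldehyde fixation, Hoechst nuclear stain, 10x automated fluorescence imaging; read-out: nuclear-to-cytoplasmic GR-EGFP distribution per well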
bCat nuc transl – beta-catenin nuclear translocation modulation; HeLa beta-catenin nuclear translocation, immunofluorescence imaging; nuclear translocation activity, % at 5 µM; hit rate 0.3% among 190,000;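 active = nuclear translocation activity above 50% at 5 µM, with a well cell count of 50 or more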;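 note: per-cell ratio of nuclear to cytoplasmic median beta-catenin stain intensity; plate controls were DMSO negative control for no effect and GSK-3 inhibitor IX positive control for full effect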
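test system = HeLa cells, endogenous beta-catenin | dosing = single 5 µM dose plus 0.02–20 µM confirmation series | times = compound treatment 24 h, 37°C, 5% CO2 | technique = beta-catenin immunofluorescence imaging with DAPI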
Yfh1-depleted yeast – mitochondrial function rescue without frataxin homolog – Friedreich's ataxia, plus single-dose screen, dose response (AID 1465) | hit rate 0.074% among 220,000 | S. cerevisiae Yfh1-off respiration, WST-1 reduction, 72 h; higher fold induction means a stronger effect | fold induction at 50 µM, or EC50 in µM where a hit was titrated;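 active = fold induction of absorbance versus untreated yeast above a set limit, then at least 30% activation at any dose in follow-up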;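 note: activators that raise dye reduction in frataxin-depleted yeast; strong numbers were not always called active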
HEK293 NOD2/NF-kB – inhibition of NOD2-driven NF-kB reporter – cell-based, luminescence, uHTS, HEK293 (AID 1566); HEK293 NOD2/NF-kB luciferase reporter, luminescence; higher % means a stronger effect; inhibition, % at 4 µM; hits with a dose series show EC50 in µM; hit rate 0.63% among 290,000; in the data active = inhibition above about 50%; note: many of its hits are not listed in these tables
MT stabilizer – microtubule stabilizers in HeLa cells | % tubulin-high responders, % at 10 µM | AID 2205 | HeLa tubulin immunostaining HCS, 24 h; share of cells brighter than vehicle mean+2SD | hit rate 0.83% among 200,000;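 active = plate Z-score above 3 for both tubulin-high and condensed-nucleus cell shares, with cell loss under 80%, at 10 µM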;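 note: anti alpha tubulin signal scored within the nucleus-defined area of each cell; some results filed as inactive read as strong as hits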
WT yeast gro inh – growth inhibition of WT yeast, mitochondrial fusion screen | hit rate 2.1% among 190,000 | AID 1362 | inhibition, % at 10 µM | mitochondrial fusion phenotypic screen, WT strain; in the data active = inhibition above about 58%; tested in S. cerevisiae
WT yeast gro inh mutant strain – second read-out of WT yeast gro inh, no call of its own (marks repeat the call); inhibition, %; mitochondrial fusion phenotypic screen, mutant strain inhibition
Dynein transport cytoplasmic EGFP – further read-out of Dynein transport, marked with its call; z-score; measured here: cytoplasmic GR-EGFP intensity; hits give high values
Dynein transport nuclear GR-EGFP – recorded beside Dynein transport, whose call it bears; z-score; measured here: nuclear GR-EGFP intensity;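 lower value marks the stronger effect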
Dynein transport cell count – second read-out of Dynein transport, no call of its own (marks repeat the call); z-score; measured here: cell count per field
Ins promoter up cell count – also measured in Ins promoter up; calls as there; cell count; measured here: cytotoxicity, nuclei count;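 total cells summed across four imaged fields per well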
Hep lipid drop cells 6.5 µM – further read-out of Hep lipid drop, marked with its call; cell count; measured here: cell count, cytotoxicity flag;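 cells counted across two imaged fields per well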
bCat nuc transl cell count 5 µM – recorded beside bCat nuc transl, whose call it bears; cell count; measured here: cell count, cytotoxicity flag
MT stabilizer Hoechst-high % – second read-out of MT stabilizer, no call of its own (marks repeat the call); % Hoechst-high responders; measured here: nuclear condensation Hoechst responders;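 share of cells brighter than vehicle mean plus two SD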
MT stabilizer cytotoxicity % – second read-out of MT stabilizer, no call of its own (marks repeat the call); toxicity, %; measured here: cytotoxicity by cell density;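 0% = mean cell density of plate MIN control wells and 100% = no cells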
Autophagy mod cell loss 18 h – second read-out of Autophagy mod, no call of its own (marks repeat the call); toxicity, %; measured here: cell loss, nuclei count;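 cell loss after 18 h compound exposure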
Active calls of the source: *; i = inactive; . = no result given. An excerpt, so the mix of outcomes need not match the whole.

The opening 3 compounds as a preview:
SMILES	Autophagy mod	Autophagy mod cell loss 18 h	Ins promoter up	Ins promoter up cell count	Hep lipid drop	Hep lipid drop cells 6.5 µM	Dynein transport	Dynein transport cytoplasmic EGFP	Dynein transport nuclear GR-EGFP	Dynein transport cell count	bCat nuc transl	bCat nuc transl cell count 5 µM	Yfh1-depleted yeast	HEK293 NOD2/NF-kB	MT stabilizer	MT stabilizer Hoechst-high %	MT stabilizer cytotoxicity %	WT yeast gro inh	WT yeast gro inh mutant strain
Cc1ccc(S(=O)(=O)Nc2ccccc2C(=O)Nc2sccc2C(=O)NN(C)C)cc1	i	7	-0.54	1324	4	728	-0.95	-0.19	0.17	0.47	0.2	574	i	5%	2.7	3.5	5.2	9	-13
Cc1cc(NC(=O)c2cnn3c(C(F)(F)F)cc(-c4ccc(Br)cc4)nc23)no1	i	-7	-1.9	992	21	798	1.8	-0.15	0.72	-0.65	4.2	1031	i	12%	1.5	1.8	6.6	6	8
Cc1cc(C)cc(N2C(=O)C3C4C=CC(C4)C3C2=O)c1 (stereo not drawn)	i	4	0.63	1245	-4	795	-0.1	-0.25	0.31	1.2	3.2	1014	i	-2%	2.6	2.3	17	4	6

The whole of this part, previewed entries included:
SMILES	Autophagy mod	Autophagy mod cell loss 18 h	Ins promoter up	Ins promoter up cell count	Hep lipid drop	Hep lipid drop cells 6.5 µM	Dynein transport	Dynein transport cytoplasmic EGFP	Dynein transport nuclear GR-EGFP	Dynein transport cell count	bCat nuc transl	bCat nuc transl cell count 5 µM	Yfh1-depleted yeast	HEK293 NOD2/NF-kB	MT stabilizer	MT stabilizer Hoechst-high %	MT stabilizer cytotoxicity %	WT yeast gro inh	WT yeast gro inh mutant strain
Cc1ccc(S(=O)(=O)Nc2ccccc2C(=O)Nc2sccc2C(=O)NN(C)C)cc1	i	7	-0.54	1324	4	728	-0.95	-0.19	0.17	0.47	0.2	574	i	5%	2.7	3.5	5.2	9	-13
Cc1cc(NC(=O)c2cnn3c(C(F)(F)F)cc(-c4ccc(Br)cc4)nc23)no1	i	-7	-1.9	992	21	798	1.8	-0.15	0.72	-0.65	4.2	1031	i	12%	1.5	1.8	6.6	6	8
Cc1cc(C)cc(N2C(=O)C3C4C=CC(C4)C3C2=O)c1 (stereo not drawn)	i	4	0.63	1245	-4	795	-0.1	-0.25	0.31	1.2	3.2	1014	i	-2%	2.6	2.3	17	4	6
CCCC(=O)c1cc2c(cc1NC(=O)c1ccccc1F)OCCO2	i	-1	-0.37	1195	3	680	-0.45	-0.22	-0.2	0.62	-2.7	1094	i	20%	2.4	2.5	5.6	-6	-6
Cc1ccc(CNC(=O)c2ccc(COc3ccccc3)cc2)cc1	i	2	-0.1	1411	13	664	-0.28	-0.22	0.036	0.45	-3.3	517	i	-2%	1.2	2.0	6.9	-17	-7
CC(C)C1Cc2c(sc3c2c(=O)n(-c2ccccc2)c2n[nH]c(=S)n32)CO1 (stereo not drawn)	.	.	-1	1098	-1	786	0.091	-0.25	1	-0.48	-0.1	1328	i	24%	.	.	.	.	.
COc1ccccc1OCCn1c(=O)sc2ccccc21	i	-6	-0.1	1203	-24	681	0.85	-0.079	0.82	0.22	.	.	i	-14%	1.0	0.2	26	3	11
O=C(c1ccccc1F)N(Cc1ccc2c(c1)OCO2)Cc1cc2cc3c(cc2n2nnnc12)OCO3	i	6	-0.46	1392	.	.	1.7	0.011	0.24	-1.8	-1.3	1347	i	-20%	3.4	2.6	3.6	2	6
COc1ccc(C2N(c3ccccn3)C(=O)C3CCCN32)c(OC)c1 (stereo not drawn)	i	40	-1.1	1675	.	.	0.76	-0.35	0.42	-0.93	-0.6	1390	i	12%	5.8	2.7	9.0	-16	-1
CCO/C=C1/C(=O)N(CC)c2ccccc21	i	6	0.35	1435	.	.	-1.2	-0.43	-0.34	0.98	1.9	1382	.	18%	4.4	2.4	6.4	-3	-2
Cc1cc(C)nc(NS(=O)(=O)c2ccc(NC(=O)NC3CCCCC3)cc2)n1	i	-6	-0.57	1248	-2	680	-0.76	-0.22	-0.34	1	.	.	i	3%	3.0	1.4	3.8	15	17

As a working copy, part of the list above.
SMILES	Autophagy mod	Autophagy mod cell loss 18 h	Ins promoter up	Ins promoter up cell count	Hep lipid drop	Hep lipid drop cells 6.5 µM	Dynein transport	Dynein transport cytoplasmic EGFP	Dynein transport nuclear GR-EGFP	Dynein transport cell count	bCat nuc transl	bCat nuc transl cell count 5 µM	Yfh1-depleted yeast	HEK293 NOD2/NF-kB	MT stabilizer	MT stabilizer Hoechst-high %	MT stabilizer cytotoxicity %	WT yeast gro inh	WT yeast gro inh mutant strain
Cc1ccc(S(=O)(=O)Nc2ccccc2C(=O)Nc2sccc2C(=O)NN(C)C)cc1	i	7	-0.54	1324	4	728	-0.95	-0.19	0.17	0.47	0.2	574	i	5%	2.7	3.5	5.2	9	-13
Cc1cc(NC(=O)c2cnn3c(C(F)(F)F)cc(-c4ccc(Br)cc4)nc23)no1	i	-7	-1.9	992	21	798	1.8	-0.15	0.72	-0.65	4.2	1031	i	12%	1.5	1.8	6.6	6	8
Cc1cc(C)cc(N2C(=O)C3C4C=CC(C4)C3C2=O)c1 (stereo not drawn)	i	4	0.63	1245	-4	795	-0.1	-0.25	0.31	1.2	3.2	1014	i	-2%	2.6	2.3	17	4	6

Screens (PubChem)
